HP1b binding inh: HP1-beta chromodomain-methylated histone interaction inhibition | Potency, µM (titrated, usually from 114 µM), inactives show at the top dose activity change, negative = inhibition, usual class: inhibitors | P83916 | AID 540317 | 390,000 compounds, 0.56% hits | AlphaScreen HP1-beta / biotin-H3K9me3 peptide binding; also: nearly all actives have a fitted effect of over 70% in size; inactives centre near 23
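Compound inhibition of the preformed complex between 50 nM HP1-beta and 50 nM biotinylated H3K9me3 peptide was read by AlphaScreen. Buffer was PBS pH 7.4 with 0.01% Tween-20. Incubations ran 30 min at room temperature, with 10 ug/mL donor/acceptor beads.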
POLI inh: inhibitors of human DNA polymerase iota | Q9UNA4 | Pol iota fluorescent replication assay, 10 min | Potency, µM (top dose mostly 115 µM), for inactives: at the highest dose activity, negative = inhibition, actives largely listed as inhibitors | 390,000 compounds, 1% hits | AID 588590
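Fluorescent replication assay read twice, at 0 min and 10 min after adding 50 nM (final) substrate. Enzyme (10 nM) and compounds were first incubated 15 min at room temperature; enzyme-free buffer wells were negative controls.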
G9a block: inhibitors of human histone lysine methyltransferase G9a; Potency, µM (highest dose often 102 µM), inactives show at the top dose activity, negative = inhibition, usual class: inhibitors; G9a H3K9 monomethylation, AlphaScreen, 2 h; 350,000 compounds, 8.8% hits; Q96KQ7; AID 504332; also: % is scaled to controls: 0 for no effect and ±100 for the full control effect; nearly all actives have a fitted effect of over 75% in size
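G9a (20 nM) preincubated 15 min RT with compounds, then 500 nM biotinylated H3K9 peptide and 20 uM SAM added; 2 h RT reaction. Monomethyl-H3K9 product detected by AlphaScreen with anti-H3K9me1 antibody, streptavidin donor and anti-rabbit IgG acceptor beads.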
GLS inhibitor: blocks human kidney-isoform glutaminase activity; O94925; GLS enzymatic activity, qHTS titration; Potency, µM (titrated, usually from 45.5 µM), for the others: at the top dose activity change, negative = inhibition, actives largely listed as inhibitors; 410,000 compounds, 0.21% hits; AID 624170; also: % is scaled to controls: 0 for no effect and ±100 for the full control effect
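Compounds were pin-transferred onto hKGA, after which L-glutamine (1 mM solution) and a detection mix of glutamate oxidase, HRP and Amplex Red were added. Initial and 30 min RT fluorescence reads were collected.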
BLM inh: Bloom syndrome helicase (human) inhibition | 350,000 compounds, 0.2% hits | P54132 | Potency, µM (series often up to 56.1 µM), for the others: top-dose activity change, negative = inhibition, usual class: inhibitors | recombinant BLM DNA unwinding, fluorescence dequenching;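 also: plate controls were vehicle for no effect and no enzyme for full effect; nearly all actives have a fitted effect of over 35% in size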
Target sequence (P54132 whole entry, looked up): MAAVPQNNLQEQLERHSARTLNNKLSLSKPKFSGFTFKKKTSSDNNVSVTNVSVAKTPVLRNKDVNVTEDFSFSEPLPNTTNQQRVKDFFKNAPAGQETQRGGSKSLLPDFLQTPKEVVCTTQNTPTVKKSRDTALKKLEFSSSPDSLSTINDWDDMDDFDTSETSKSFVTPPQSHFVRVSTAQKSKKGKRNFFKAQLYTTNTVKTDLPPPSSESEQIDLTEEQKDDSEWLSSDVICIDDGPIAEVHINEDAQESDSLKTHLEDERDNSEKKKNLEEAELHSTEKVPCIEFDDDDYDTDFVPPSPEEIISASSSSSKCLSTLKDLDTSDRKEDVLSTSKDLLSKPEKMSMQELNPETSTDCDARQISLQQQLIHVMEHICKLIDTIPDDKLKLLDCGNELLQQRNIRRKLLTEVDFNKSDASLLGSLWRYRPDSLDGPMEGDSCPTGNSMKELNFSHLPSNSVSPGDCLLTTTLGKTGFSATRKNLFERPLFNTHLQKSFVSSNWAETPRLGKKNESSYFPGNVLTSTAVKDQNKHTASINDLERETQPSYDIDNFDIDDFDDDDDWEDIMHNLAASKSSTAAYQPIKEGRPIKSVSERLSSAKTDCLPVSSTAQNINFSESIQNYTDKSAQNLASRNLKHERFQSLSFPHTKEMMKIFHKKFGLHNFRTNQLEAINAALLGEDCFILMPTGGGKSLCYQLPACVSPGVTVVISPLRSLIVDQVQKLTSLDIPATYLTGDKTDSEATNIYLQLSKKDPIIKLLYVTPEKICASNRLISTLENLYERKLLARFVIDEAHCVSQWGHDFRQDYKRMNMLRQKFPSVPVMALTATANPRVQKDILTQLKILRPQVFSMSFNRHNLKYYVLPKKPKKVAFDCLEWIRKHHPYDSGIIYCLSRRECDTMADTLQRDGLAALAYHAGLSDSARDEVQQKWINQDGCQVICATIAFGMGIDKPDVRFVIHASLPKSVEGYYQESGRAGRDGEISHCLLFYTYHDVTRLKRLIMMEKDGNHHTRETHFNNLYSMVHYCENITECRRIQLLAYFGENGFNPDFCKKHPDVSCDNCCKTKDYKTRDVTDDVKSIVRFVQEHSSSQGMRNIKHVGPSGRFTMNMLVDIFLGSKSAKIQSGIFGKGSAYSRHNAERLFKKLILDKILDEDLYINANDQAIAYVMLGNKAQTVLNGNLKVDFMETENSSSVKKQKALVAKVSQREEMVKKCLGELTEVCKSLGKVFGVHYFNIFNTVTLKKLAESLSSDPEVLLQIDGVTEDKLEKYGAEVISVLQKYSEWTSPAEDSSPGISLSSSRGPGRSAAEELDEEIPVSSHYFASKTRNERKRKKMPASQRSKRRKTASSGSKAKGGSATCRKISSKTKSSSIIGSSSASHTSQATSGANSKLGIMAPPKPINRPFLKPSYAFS
PGK inhibitor: T. brucei PGK inhibition; P07378; PGK/GAPDH coupled, Kinase-Glo luminescence, 60 min; Potency, µM (top dose mostly 57.5 µM), inactives show top-dose activity change, negative = inhibition, actives largely listed as inhibitors; 380,000 compounds, 0.043% hits; also: % is scaled to controls: 0 for no effect and ±100 for the full control effect; nearly all actives have a fitted effect of over 60% in size
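Luminescent ATP detection (Kinase-Glo Plus) follows a 60-minute room-temperature incubation, with wells lacking PGK as controls. Buffer: 100 mM TEA (pH 7.6), 5 mM MgCl2, 0.01% Tween-20. Coupling enzyme GAPDH (100 nM final) supplies unstable 1,3-BPG in-well.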
JMJD2A Tudor: blocks the human JMJD2A Tudor domain; O75164; AlphaScreen JMJD2A-Tudor / H3K4me3 peptide binding; Potency, µM (top dose mostly 114 µM), for inactives: at the highest dose activity change, negative = inhibition, actives largely listed as inhibitors; 390,000 compounds, 4.4% hits; AID 504339; also: % is scaled to controls: 0 for no effect and ±100 for the full control effect; nearly all actives have a fitted effect of over 50% in size
Pin1 inhibitor: blocks the human prolyl isomerase Pin1; Q13526; Pin1 FP peptide displacement, HiFluor488, 10 min; Potency, µM (top dose mostly 115 µM), for the others: at the highest dose activity, negative = inhibition, actives largely listed as inhibitors; 390,000 compounds, 0.009% hits; active = well fitted inhibition curve with a large enough effect in the polarisation, with a control signal flat, not every such curve was filed as active; inconclusive = small, poorly fitted or top-dose-only effect, or effect the other way, or a change in a side signal; inactive = no such curve, though single readings can be large or run the other way; the % refers to the polarisation; also: % is scaled to controls: 0 for no effect and ±100 for the full control effect
BAZ2B inh: blocks human BAZ2B. 360,000 compounds, 4.4% hits. AID 504333. Potency, µM (top dose mostly 114 µM), without a hit: at the highest dose activity change, negative = inhibition, usual class: inhibitors. Q9UIF8. AlphaScreen BAZ2B-H3K14Ac peptide displacement; also: % is scaled to controls: 0 for no effect and ±100 for the full control effect; nearly all actives have a fitted effect of over 60% in size
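Protein-peptide AlphaScreen: BAZ2B 50 nM, b-H3K14Ac 50 nM, 1x PBS pH 7.4 + 0.01% Tween-20. Preincubation 30 min RT; cpd 30 min RT (top 110 uM); beads 20 min RT, light-protected.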
Numbers without * were called inactive; i = inactive; ? = inconclusive; / = not tested or not shown; & = joins results of further samples; [ ] = remark or other dose. Unless noted, calls follow the shape of the dose curve; as a rule, active = well fitted curve in the direction sought with a large enough effect; inconclusive = small, poorly fitted or top-dose-only effect, or another doubt; inactive = no such curve, though single readings can be large; an effect the other way counts as inactive or inconclusive. Potency is read from the fitted curve at half-maximal effect.

| BLM inh | BAZ2B inh | PGK inhibitor | JMJD2A Tudor | Pin1 inhibitor | HP1b binding inh | G9a block | POLI inh | GLS inhibitor | compound |
| --- | --- | --- | --- | --- | --- | --- | --- | --- | --- |
| -1% | -11% | i | -24% | 4% | -14% | -1%[59 µM] | 5% | -1% | Fc1ccccc1N1CCN(c2ncc3c(n2)CCN(Cc2ccc(Br)s2)C3)CC1 |
| / | 5% | -7% | -2% | 1% | 29% | ? | 17% | 0% | COC(=O)c1ccc(COC(=O)CNC(=O)c2ccc(C)s2)cc1 |
| -6% | 35µM* | / | 40µM* | 1% | ? | 14µM* | 2% | 1% | Cc1ccc(C(=O)N(Cc2ccc(N(C)C)cc2)Cc2ccco2)cc1 |
| -1% | 7% | i | -3% | -1% | 27% | / | 59%[activator] | 9% | CCCn1c(SCC(=O)NC(C)(C)C)nnc1-c1ccco1 |
| -2% | -5% | i | 25% | -2% | -18% | 45µM* | -29% | -1% | O=C(Cc1ccc2c(c1)CCCC2)Nc1ccccc1Br |
| -1% | -34% | -8% | -13% | -13% | 7% | / | 4% | -2% | O=C(Cc1nc(-c2ccc([N+](=O)[O-])cc2)cs1)Nc1ccccc1 |
| -4% | -12% | -3% | -5% | 0% | 36% | 3% | 16% | -4% | Cc1cc(NC(=O)Cn2cnc3c(nnn3-c3cccc(F)c3)c2=O)no1 |
| 0% | 0% | -6%[11.5 µM] | -19% | 0% | 43%[activator] | 41%[59 µM] | 8% | 3% | Cc1cc(C)c2nc(NC(=O)c3ccc4c(c3)OCO4)sc2c1 |

Compound profiles, as listed above. Order of screens: BLM inh, BAZ2B inh, PGK inhibitor, JMJD2A Tudor, Pin1 inhibitor, HP1b binding inh, G9a block, POLI inh, GLS inhibitor
Profile of `Fc1ccccc1N1CCN(c2ncc3c(n2)CCN(Cc2ccc(Br)s2)C3)CC1` → -1%, -11%, i, -24%, 4%, -14%, -1%[59 µM], 5%, -1%
Profile of `Cc1cc(NC(=O)Cn2cnc3c(nnn3-c3cccc(F)c3)c2=O)no1` → -4%, -12%, -3%, -5%, 0%, 36%, 3%, 16%, -4%
Profile of `COC(=O)c1ccc(COC(=O)CNC(=O)c2ccc(C)s2)cc1` → /, 5%, -7%, -2%, 1%, 29%, ?, 17%, 0%

Carrying on.
| BLM inh | BAZ2B inh | PGK inhibitor | JMJD2A Tudor | Pin1 inhibitor | HP1b binding inh | G9a block | POLI inh | GLS inhibitor | compound |
| --- | --- | --- | --- | --- | --- | --- | --- | --- | --- |
| -3% | 7% | 6% | -12% | -1% | 34% | / | 6% | 1% | COc1ccc(CCNC(=O)C2CCN(C(=O)c3ccc(F)cc3)CC2)cc1 |
| -6% | -8% | 8% | -16% | -12% | 32% | -3% | 21% | 11% | C/C(=N\NC(=O)c1ccccc1Br)c1ccc(N2CCOCC2)cc1 |
| 4% | -10% | -8% | 0% | 0% | 30% | 6%[12.7 µM] | 6% | -4% | O=C(CCn1cnc2ccccc2c1=O)Nc1ccc(Cl)c(Cl)c1 |
| -3% | 1% | 0% | -13% | 0% | 24% | 51%[activator] | -16% | -2% | Cc1ccc(OCCNC(=O)c2ccc3c(c2)OCO3)cc1 |
| / | -4% | -5% | -11% | 0% | 0% | -1%[12.7 µM] | ? | 0% | CCC(C)NC(=O)c1ccc(NC(=O)CC2SC(N3CCCCC3)=NC2=O)cc1 (stereo unspecified) |
| -3% | ? | i | ? | 51%[activator] | ? | ? | -1% | 1% | Oc1c(N=NC(=S)Nc2ccccc2F)c2ccccc2n1Cc1ccc(F)cc1 |
| -7% | -32% | -1% | -18% | -1% | 8% | -41% | -17% | 19% | OC1CCN(C(=S)Nc2ccc(Oc3ccccc3)cc2)CC1 |
| 0% | -25% | 0% | -3% | -4% | 21% | ? | 66%[activator] | -13% | Cc1ccc(C)n1-c1ccc(C(=O)Nc2ccccc2F)cc1 |
| / | -32% | -2% | -10% | -8% | 30% | -1%[0.501 µM] | -23% | 3% | Cc1cc(C(=O)NNC(=O)c2sccc2C)c(C)o1 |
| -3% | 50µM* | 0% | -34% | 3% | -16% | ? | 40%[activator] | -1% | CCN(CC)/C(Sc1ccccc1)=C(\C(Cl)=C(Cl)Cl)[N+](=O)[O-] |
| 0% | -1% | -3% | -9% | 0% | 18% | -40%[59 µM] | 5% | 6% | CN(C)CCCOC(=O)COc1ccc(C(C)(C)C)cc1 |
| 4% | 13% | -8% | 44%[activator] | 21% | 81%[activator] | -12% | -4% | 17% | Cc1cccc(-c2nsc(SCC(=O)c3ccc(Cl)cc3)n2)c1 |
| -4% | 56µM* | -5% | 63µM* | 5% | -21% | 16µM* | -9% | -24% | CCN(CC)c1cccc(OC2=NS(=O)(=O)c3ccccc32)c1 |
| -2% | -3% | 1% | -17% | 3% | 18% | 0%[59 µM] | -15% | -8% | O=C(CCC1N=C2c3ccccc3N=C(SCc3cccc(F)c3)N2C1=O)NCc1ccc(F)cc1 (stereo unspecified) |
| -2% | -20% | -6% | -8% | -9% | 39% | -7% | -23% | 1% | O=C(CNS(=O)(=O)c1ccc(Br)cc1)Nc1ccc2c(c1)OCCO2 |
| 1% | -21% | -8% | -19% | -1% | 33% | 6%[59 µM] | 67%[activator] | 1% | COC(=O)NC(C)N1C(=O)C2C3C=CC(C3)C2C1=O (stereo unspecified) |
| -6% | -3% | 9% | 2% | 26% | 17% | -8%[59 µM] | -16% | 6% | CCS(=O)(=O)c1nc(S(=O)(=O)c2ccc(C)cc2)c(NC(C)c2ccccc2)s1 (stereo unspecified) |
| -1% | -7% | -7% | -17% | 0% | 33%[activator] | ? | 5% | -3% | Cc1cc(C)cc(NC(=O)NCc2nnc(SCc3ccccc3)n2C)c1 |
| -10% | -17% | -1% | -6% | 16% | 50%[activator] | 2% | 14% | 5% | COc1ccc(NC(=O)C2CCCN(S(=O)(=O)c3ccc4c(c3)CCCN4C(C)=O)C2)cc1Cl (stereo unspecified) |
| -1% | ? | -5% | -32% | 0% | -5% | / | -3% | 11% | CCOC(=O)N1CCN(C(=O)c2cc(-c3ccc(F)cc3)[nH]c2C)CC1 |
| -3% | -18% | 0% | 0% | -5% | 35% | 6% | 105%[activator] | -21% | CC(C)CC(=O)NNC(=S)NCc1ccco1 |
| -8%&-5% | -2%&3% | -2%&-7% | -9%&-6% | 1%&6% | 15%&30% | -34%[2.33 µM] | 133%&7%[activator] | 4%&-5% | O=C(Nc1cccc(NC(=O)c2ccc(Br)cc2)c1)c1ccccc1 |
| -7% | -2% | -10% | -18% | -2% | 5% | -21%[59 µM] | -1% | -1% | CCSc1nnc(-c2cccnc2)n1Cc1ccco1 |
| -13% | -13% | -6% | -28% | 8% | 9% | -36%[59 µM] | -4% | 7% | CCc1ccccc1N1CC(c2nc3ccccc3n2CCCOc2ccc(Cl)cc2)CC1=O (stereo unspecified) |

Some entries already given, showing only JMJD2A Tudor and BAZ2B inh:
SMILES | JMJD2A Tudor | BAZ2B inh
Cc1cc(NC(=O)Cn2cnc3c(nnn3-c3cccc(F)c3)c2=O)no1 | -5% | -12%
Cc1cc(C)c2nc(NC(=O)c3ccc4c(c3)OCO4)sc2c1 | -19% | 0%

Of the compounds above, two contain a nitro group on carbon.
| BLM inh | BAZ2B inh | PGK inhibitor | JMJD2A Tudor | Pin1 inhibitor | HP1b binding inh | G9a block | POLI inh | GLS inhibitor | compound |
| --- | --- | --- | --- | --- | --- | --- | --- | --- | --- |
| -1% | -34% | -8% | -13% | -13% | 7% | / | 4% | -2% | O=C(Cc1nc(-c2ccc([N+](=O)[O-])cc2)cs1)Nc1ccccc1 |
| -3% | 50µM* | 0% | -34% | 3% | -16% | ? | 40%[activator] | -1% | CCN(CC)/C(Sc1ccccc1)=C(\C(Cl)=C(Cl)Cl)[N+](=O)[O-] |

(listing goes on)
| BLM inh | BAZ2B inh | PGK inhibitor | JMJD2A Tudor | Pin1 inhibitor | HP1b binding inh | G9a block | POLI inh | GLS inhibitor | compound |
| --- | --- | --- | --- | --- | --- | --- | --- | --- | --- |
| 1% | -3% | 5% | -5% | 8% | 9% | ? | 13% | -5% | CC(C)OCCCNC(=O)c1cc2c(s1)CS(=O)(=O)C2 |
| -3% | -2% | i | -8% | -2% | 38% | 15% | 139%[activator] | -11% | CS(=O)(=O)Nc1ccc(N2CCN(c3ccc(C(F)(F)F)cn3)CC2)nc1 |
| 1% | -19% | 9% | -1% | -6% | 43%[activator] | 47% | 14% | -6% | CCc1ccccc1NC(=O)NCc1cccnc1 |
| -4% | -5% | -4% | -8% | -3% | 20% | -31%[59 µM] | -6% | -14% | COc1ccccc1Nc1nn2c(=O)c3ccc(C(=O)NC4CCCCC4)cc3nc2s1 |
| -1% | -7% | -1% | -18%[11.4 µM] | 1% | 34% | 15%[59 µM] | 3% | -9% | CC1(C)S/C(=N/N=C/c2cccs2)NC1=O |
| -2% | 6% | 6% | -16% | -1% | 48%[activator] | 32µM* | 22% | 4% | Cc1cc(=O)[nH]c(NN=C2CCC(C(C)(C)C)CC2)n1 (stereo unspecified) |
| -2% | ? | i | 14µM* | -1% | -7% | 25µM* | 65%[activator] | -16% | O=c1[nH]c(=S)c2ncn(-c3ccccc3)c2[nH]1 |
| -3% | ? | -6% | -22%[57.1 µM] | 3% | 10% | 19%[12.7 µM] | 20% | 17% | COCCSc1nnc(NS(=O)(=O)c2ccc(C)cc2)s1 |
| / | / | -7% | -3% | 0% | 28% | / | -15% | 1% | Cc1noc(C)c1NC(=O)Nc1cccc2c1O[C@H](CN(C)S(=O)(=O)c1ccc(F)cc1)[C@@H](C)CN([C@H](C)CO)C2=O |
| -2% | 17% | 1% | -3% | 4% | 30% | 2% | 6% | 8% | O=C(CCNC(=O)Cn1ccc2ccccc2c1=O)NCCC1=CCCCC1 |
| 2% | -8% | -8% | -34% | 1% | 10% | -17% | 47%[activator] | 2% | Cn1c(CCN2CCN(c3ccccc3)CC2)nc2cc(NC(=O)c3ccco3)ccc21 |
| 3% | 23% | 13% | -9% | 0% | 10% | -2%[59 µM] | 22% | 9% | COc1ccccc1OCc1nnc(SCC(=O)Nc2ccc(C)cc2)n1C |

Screening results: PubChem, National Center for Advancing Translational Sciences (NCATS)

These rows are one share of the data. The share of hits here may be higher or lower than overall.
